From PubChem BioAssay
FadD28 binding = M. tuberculosis FadD28 bisubstrate binding inhibition. FadD28 bisubstrate probe binding, fluorescence polarization. 0.22% of 360,000 active. inhibition, % at 12.5 µM; in the data active = inhibition above about 8.5%, passing the limit was not always enough; inconclusive = no clear call, values can overlap the other calls
FBA Mtb inh = Mtb fructose-bisphosphate aldolase inhibition. purified M. tuberculosis FBA, fluorescence read-out. inhibition, % at 1 µM. AID 588726. 2.3% of 360,000 active. P9WQA3; in the data active = inhibition above about 27%;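 note: 0% = vehicle and 100% = reference inhibitor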
Target sequence (P9WQA3 whole entry, looked up): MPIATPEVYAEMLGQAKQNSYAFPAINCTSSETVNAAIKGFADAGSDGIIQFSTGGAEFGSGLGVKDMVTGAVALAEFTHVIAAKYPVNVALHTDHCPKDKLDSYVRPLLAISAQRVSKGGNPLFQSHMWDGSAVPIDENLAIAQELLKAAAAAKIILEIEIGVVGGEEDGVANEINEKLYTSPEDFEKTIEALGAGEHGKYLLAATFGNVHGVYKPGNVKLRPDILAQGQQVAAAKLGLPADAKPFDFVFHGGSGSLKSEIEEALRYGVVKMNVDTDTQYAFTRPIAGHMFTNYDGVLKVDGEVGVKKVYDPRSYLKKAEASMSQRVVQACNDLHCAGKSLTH
TcdB inh = blocks C. difficile toxin B glycohydrolase activity. P18177. TcdB glycohydrolase enzymatic assay, plate reader. inhibition, % at 9.99 µM. 0.24% of 350,000 active; in the data active = inhibition above about 10%
PfHsp40 rescue = restores yeast growth despite PfHsp40 toxicity; S. cerevisiae expressing PfHsp40, growth rescue, ATP luminescence; AID 504582; growth rescue, % at 12.5 µM; 0.68% of 340,000 active; in the data active = growth rescue above about 28%, passing the limit was not always enough; inconclusive = no clear call, values can overlap the other calls;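 note: yeast W303a lacking pdr1 and pdr3 grown in galactose medium; growth measured after three days at 30 °C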
GDH-TPI counter = inhibits GDH-TPI coupling enzymes, artifact for Mtb FBA screen; GDH-TPI coupled enzyme counterscreen, NADH absorbance; AID 588335; 1.2% of 360,000 active; inhibition, % at 4.8 µM; in the data active = inhibition above about 30%;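 note: 0% = DMSO wells and 100% = wells lacking the enzyme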
Mtb BioA inh = BioA (M. tuberculosis) enzyme inhibition | purified M. tuberculosis BioA enzyme, plate reader | inhibition, % at 9.99 µM | 0.096% of 360,000 active; in the data active = inhibition above about 40%; inconclusive = no clear call, values can overlap the other calls
Vc quorum ag = induces V. cholerae light production without autoinducers; 0.16% of 350,000 active; V. cholerae BH1578 lux reporter, luminescence, 6 h; AID 588436; activation, % at 18.7 µM; in the data active = activation mostly above about 9.7%, no sharp cut-off; inconclusive = no clear call, values can overlap the other calls; inactive = mostly below about 3.7%; note: not every result past the cut was called active; inactives centre near 0; reference of the scale not given here
Yp Topo-I inh = inhibitors of Yersinia pestis topoisomerase I; Y. pestis Topo-I cleavage product accumulation, plate reader; activity, % at 10 µM; 0.064% of 360,000 active; AID 504884; in the data active = activity above about 50%, passing the limit was not always enough; inconclusive = no clear call, values can overlap the other calls; note: inactives centre near 2
Mtb UGM inh = blocks M. tuberculosis UGM enzyme; P9WIQ1; purified UGM, fluorescence polarization probe displacement; inhibition, % at 10 µM; 0.06% of 320,000 active; AID 504406; in the data active = inhibition above about 10%, passing the limit was not always enough; inconclusive = no clear call, values can overlap the other calls
Target sequence (P9WIQ1 whole entry, looked up): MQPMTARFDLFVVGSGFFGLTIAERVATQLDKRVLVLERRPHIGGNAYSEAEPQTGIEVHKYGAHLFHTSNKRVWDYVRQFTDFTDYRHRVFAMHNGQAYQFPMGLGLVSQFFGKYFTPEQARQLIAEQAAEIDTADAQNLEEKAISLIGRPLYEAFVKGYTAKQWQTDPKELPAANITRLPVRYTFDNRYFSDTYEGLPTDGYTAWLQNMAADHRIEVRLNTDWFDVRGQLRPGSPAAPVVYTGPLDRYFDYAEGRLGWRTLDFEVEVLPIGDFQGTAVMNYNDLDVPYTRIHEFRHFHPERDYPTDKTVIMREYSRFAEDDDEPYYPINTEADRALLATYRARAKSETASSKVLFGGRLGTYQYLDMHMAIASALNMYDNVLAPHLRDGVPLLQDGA
An asterisk follows results filed as active; i = inactive; ? = inconclusive; . = not tested or not shown; & = joins results of further samples.

SMILES	FadD28 binding	FBA Mtb inh	TcdB inh	PfHsp40 rescue	GDH-TPI counter	Mtb BioA inh	Vc quorum ag	Yp Topo-I inh	Mtb UGM inh
CCOC(=O)c1ccc(NC(=S)N(CCN(C)C)Cc2cccs2)cc1	10*	4	-0.6	-0.5	-1	.	-1.4	-7	2.9
N#Cc1ccc(OCC(=O)N/N=C2\CCc3ccccc32)cc1	-0.1	5	.	-1.2	-6	2.4	18	3	-0.5
Oc1ccc(Br)cc1C=Nc1cccn2cc(-c3ccccc3)nc12	-2.9	22	1.0	0.0	12	.	-0.5	-2	-2.2
O=C(CSc1nc(O)c(Cc2ccccc2)c(=O)[nH]1)Nc1ccccc1	1.3	1	.	0.2	12	.	-0.2	3	-3.1
COc1ccc(-n2c(SCC(=O)Nc3cc(C)on3)nc3ccc(O)cc3c2=O)cc1OC	-2.1	3	.	-1.3	-1	2.9	-0.2	-1	-2.3
CC(=O)Nc1ccc(S(=O)(=O)Nc2cccc(-n3c(C)nc4ccccc4c3=O)c2)cc1	-2.5	-2	1.3	-1.1	-2	2.0	1.2	-3	-1.8
Cc1c(C(=O)O)sc2nc(CSc3nnc(-c4ccc(F)cc4)n3C)[nH]c(=O)c12	0.3	1	1.7	0.6	8	-0.2	-0.3	2	3.0
CCOc1ccc(NC(=O)CSc2nc(C)c3c(c2C#N)CCCC3)cc1	-0.5	-1	.	1.1	8	-1.9	-0.3	3	2.5
COc1ccc(S(=O)(=O)N(CC(=O)N2CCN(C)CC2)C2CCCCC2)cc1OC	-2.4	2	.	-1.5	-4	0.5	i	-6	-1.5
CCOC(=O)CN1C(=O)CSc2ccc(S(=O)(=O)N3CCCC3)cc21	0.6	4	1.0	-1.5	4	-1.6	i	-2	2.8
CNC(=O)c1[nH]cnc1C(=O)Nc1ccccc1C	0.5	4	.	-0.7	1	-2.6	-1.2	0	0.5
Cc1ccccc1C(=O)Oc1ccc(Br)cc1C(=S)N1CCCC1	-1.6	-4	.	0.7	9	-2.4	-1.7	0	2.7
COc1ccc(C2=Nc3ccccc3NC(=O)C2N(CCc2cc(OC)cc(OC)c2)C(C)=O)cc1 (centres undefined)	-5.4	-1	0.5	.	.	1.0	.	.	.
CC(=O)NC1CCCc2c1cnn2-c1ccc(C(C)(C)C)cc1 (centres undefined)	-3.7	0	1.0	-1.0	9	-0.3	i	-2	1.0
O=C(COCc1cc(-c2ccc3c(c2)OCO3)on1)N1CCN(c2cccc(C(F)(F)F)c2)CC1	-1.4	-1	-0.5	0.2	0	0.8	i	33	-4.7
COc1ccc(C2(C)ON(c3ccccc3C(F)(F)F)C2=O)cc1 (centres undefined)	-3.7	3	1.5	1.8	0	-0.7	i	18	0.4
O=C(Cc1ccccc1)Nc1cccc([N+](=O)[O-])c1	-2.0	-2	0.5	1.6	0	1.1	-2.3	0	2.2
Cc1c(C(=O)O)c(-c2ccccc2)nn1-c1ccccc1	0.0	-3	.	0.3	9	2.9	i	1	2.0
Cc1cc(-c2n[nH]c(=S)n2-c2ccc(F)cc2)nn1C	-0.7	1	-4.6	5.8	4	.	-3.3	-1	-1.0
C(=C\c1ccccc1)/CSc1nc2ncccc2[nH]1	-3.7	1	-0.2	0.1	10	0.3	-0.2	7	0.1
CC1=C(C(N)=O)C(c2ccc(Cl)cc2)n2nc(CCCO)nc2N1 (centres undefined)	-1.9	0	0.8	-1.0	3	1.6	-1.2	1	1.0
COc1ccc(-c2c(C#N)c(N)nc3c2CCCCCC3)cc1OC	1.5	-5	.	-1.7	6	1.1	-7.1	-2	-1.4
Cn1c(CCN2CCCCCC2)nc2cc(NC(=O)Nc3ccccc3)ccc21	-2.5	10	.	-0.2	5	.	i	-3	-1.8
COc1nc2ccc(C)cc2cc1-c1noc(-c2ccccc2)n1	-3.4	2	.	-2.2	11	-0.2	-0.4	3	-0.2
CC(NS(=O)(=O)OCC(Cl)(Cl)Cl)c1ccc(C(C)(C)C)cc1 (centres undefined)	-2.1	3	-3.6	9.6	15	3.0	i	11	2.0

Remaining list, next part
SMILES	FadD28 binding	FBA Mtb inh	TcdB inh	PfHsp40 rescue	GDH-TPI counter	Mtb BioA inh	Vc quorum ag	Yp Topo-I inh	Mtb UGM inh
CC1CC(=O)C2=C(C1)Nc1nc3ccccc3n1C2c1cccnc1 (centres undefined)	-0.4	165*	0.6	-1.0	14	.	i	7	-1.4
COc1ccc(-c2noc(CN(C(=O)c3ccc4c(c3)OCO4)C(C)C)n2)cc1	0.5	2	1.1	0.9	-4	1.7	-1.5	34	-0.7
CS(=O)(=O)N(CC(=O)Nc1ccccc1C(=O)N1CCCC1)c1ccc2c(c1)OCO2	-4.0	0	3.3	-0.7	-4	.	-1.0	-2	5.9
CCc1ccc(NC(=O)C(=O)N/N=C(\C)CC(=O)NCCOC)cc1	-2.7	-3	-0.2	-0.5	-2	.	4.5	1	0.5
COc1ccc(C(=O)C2=NN(C(C)=O)CC2c2ccco2)cc1 (centres undefined)	-0.2	0	1.4	0.4	12	.	-0.3	-3	2.7
COc1ccc(/C=N/Nc2ncnc3scc(-c4ccccc4)c23)cc1OC	-0.6	3	.	-1.0	48*	3.3	-0.1	0	-5.6
CCOC(=O)c1c(NC(=S)NC(=O)c2ccc(Cn3cc(Cl)cn3)o2)sc2c1CCCCC2	-1.3	-2	.	1.0	3	-1.1	i	-1	3.1
CCc1ccc(/C=C2/C(=O)NC(=O)N2C(C)=O)cc1	0.5	1	0.2	4.3	40*	0.0	0.9	1	-0.7
O=C(Nc1ccccc1N1CCCC1)c1cc(S(=O)(=O)N2CCOCC2)ccc1Cl	0.3	-1	2.5	-0.9	0	1.6	-0.6	0	1.2
O=C(NCCCN1CCN(c2cccc(Cl)c2)CC1)C1CCC(=O)N1Cc1ccccc1Cl (centres undefined)	-3.1	0	.	-0.5	2	-2.2	-0.4	10	.
CC1(C)C(=O)N(c2ccccc2F)C(=O)c2ccccc21	-2.9	3	-0.5	3.3	3	0.6	i	4	3.6
Cc1cc(N(C(=O)c2ccco2)C(C(=O)NC2CCCCC2)c2ccccc2)ccc1-n1cnnn1 (centres undefined)	0.9	2	.	1.1	6	-0.5	-4.0	-5	2.8
COc1cc(/C=C/CNC[C@H]2O[C@@H](n3ccc(N)nc3=O)[C@H](O)[C@@H]2O)ccc1O	-0.7	0	2.1	.	7	0.2	-0.7	3	.
Cc1cc(C(=O)NN=Cc2ccc(OC(=O)c3ccco3)cc2)c(C)o1	-2.1	1	1.8	-2.2	4	.	i	7	-1.3
O=C(NC1CCCCC1)c1ccc2ccccc2c1O	0.6	28*	1.0	.	27	-4.0	i	-7	.
Oc1c(C(Nc2cccc(C(F)(F)F)c2)c2ccncc2)ccc2cccnc12 (centres undefined)	-0.7	-3	1.5	381*	18	.	-0.1	2	.
O=C(NCCCN1CCCC1=O)c1ccc(OC(F)(F)F)cc1	-1.6	0	1.0	-2.0	4	.	-0.3	26	-0.5
CCOc1ccccc1CN1CCC(n2nccc2NC(=O)CCCc2ccccc2)CC1	-2.8	0	0.9	0.7	-8	-0.9	-0.1	22	-1.0
O=C(Oc1cccc([N+](=O)[O-])c1)c1cc(-c2ccccc2)nc2ccccc12	-3.6	-3	.	0.3	6	-1.6	-1.0	-14	-0.5
CSc1nc2c(c(=O)[nH]c(=O)n2C)n1Cc1ccccc1	-3.9	-1	1.0	-0.7	8	0.0	i	5	-0.3
CC(=O)NC(Cc1ccc(F)cc1)C(=O)N1CCN(C(=O)NCc2ccccc2)CC1 (centres undefined)	-1.8	-5	0.7	0.2	-11	.	0.1	-7	1.5
CC(C)[C@H](NC(=O)NC1CCCC1)C(=O)O	-1.9	1	.	-1.4	1	-0.1	i	4	0.1
O=C1c2ccccc2-c2ccccc2NC1O (centres undefined)	-4.2	-1	-9.4	.	-4	-1.2	0.9	2	.
O=C(c1cncc(Br)c1)N1CCN(S(=O)(=O)c2ccc(Cl)cc2)CC1	-4.9	-3	0.4	0.0	-11	2.5	i	5	-2.1
CCn1c(COc2ccc(C)cc2)nnc1SCC(=O)Nc1cc(OC)ccc1OC	-2.3	0	.	1.6	3	6.3	29*	5	1.3

Shown with each value named: 3 of the compounds above.
CCOc1ccc(NC(=O)CSc2nc(C)c3c(c2C#N)CCCC3)cc1
- FadD28 binding: -0.5
- FBA Mtb inh: -1
- TcdB inh: .
- PfHsp40 rescue: 1.1
- GDH-TPI counter: 8
- Mtb BioA inh: -1.9
- Vc quorum ag: -0.3
- Yp Topo-I inh: 3
- Mtb UGM inh: 2.5
CS(=O)(=O)N(CC(=O)Nc1ccccc1C(=O)N1CCCC1)c1ccc2c(c1)OCO2
- FadD28 binding: -4.0
- FBA Mtb inh: 0
- TcdB inh: 3.3
- PfHsp40 rescue: -0.7
- GDH-TPI counter: -4
- Mtb BioA inh: .
- Vc quorum ag: -1.0
- Yp Topo-I inh: -2
- Mtb UGM inh: 5.9
CC1(C)C(=O)N(c2ccccc2F)C(=O)c2ccccc21
- FadD28 binding: -2.9
- FBA Mtb inh: 3
- TcdB inh: -0.5
- PfHsp40 rescue: 3.3
- GDH-TPI counter: 3
- Mtb BioA inh: 0.6
- Vc quorum ag: i
- Yp Topo-I inh: 4
- Mtb UGM inh: 3.6

Continuation.
SMILES	FadD28 binding	FBA Mtb inh	TcdB inh	PfHsp40 rescue	GDH-TPI counter	Mtb BioA inh	Vc quorum ag	Yp Topo-I inh	Mtb UGM inh
S=C(NCc1cccnc1)NCc1cccnc1	-3.5	-3	-0.2	-0.4	1	-0.2	i	1	-0.1
C/C(=N\NC(N)=O)c1ccccc1Cl	-0.6	3	-0.1	-0.5	6	-0.3	i	-4	2.2
Cc1ccc(NC(=O)COc2ccc(-n3ccnc3)cc2)cc1Cl	-3.2	-2	.	0.2	3	.	5.0	0	0.3
C=CCNC(=O)c1cc2c(C(F)(F)F)nn(C)c2s1	-1.1	1	.	-0.5	-1	0.3	-0.5	-5	-2.0
CCOC(=O)c1cnn(-c2ccccc2)c1NC(=O)c1ccccc1C	0.7	-1	.	-0.9	10	-1.8	i	1	-4.7
O=C(O)CCCCCNc1ncnc2ccc(Br)cc12	-2.4	1	-1.3	-1.4	9	-1.2	-0.2	?	2.8
Cc1ccc(N(CC(=O)N2CCCCCC2)S(C)(=O)=O)c(C)c1	0.4	-1	1.8	.	7	-0.2	-5.3	1	.
COc1ccc(/C=N/N2CCOCC2)cc1O	0.3	-1	.	0.0	16	.	-0.2	-5	-1.6
COc1cccc(S(=O)(=O)N(C)C[C@H]2OCc3cn(nn3)CCCC(=O)N([C@H](C)CO)C[C@@H]2C)c1	-0.3	1	1.8&-0.9	.	3	0.5&0.1	-0.2	1	.
CC(C)(C)C(=O)N1Cc2cc(-c3ccccc3)ccc2-n2nncc2C1	-1.0	1	-8.7	.	.	0.3	.	.	.
Cc1ccc(-c2cc(C(=O)Nc3cc(C)ccc3C)[nH]n2)c(O)c1	-3.2	1	.	1.0	4	0.4	i	18	-1.9
NCCCCCC(=O)OC1N=C(c2ccccc2Cl)c2cc(Br)ccc2NC1=O (centres undefined)	-4.1	7	2.6	-0.8	2	4.6	-0.9	-17	-0.6
CCOC(=O)C1=C(c2ccccc2)NC(=O)NC1c1cc(OC)c(O)c([N+](=O)[O-])c1 (centres undefined)	-3.1	-3	2.5	-0.5	11	-0.3	-0.3	3	-1.9
O=Cc1[nH]c2ccccc2c1N(C(=O)CCl)c1ccc([N+](=O)[O-])cc1	-3.4	-4	-4.3	7.3	5	3.7	-0.2	-7	0.7
O=C(NCc1ccc(Cl)cc1Cl)Nc1nc([C@@H]2O[C@H](CO)[C@@H](O)[C@H](O)[C@H]2O)cs1	-2.0	0	0.1	.	0	1.1	-1.0	0	.
COc1ccc(C2C(C(=O)N3CCN(c4ccccn4)CC3)CC(=O)N2c2ccc(OC)cc2)cc1 (centres undefined)	-1.0	3	.	1.5	-8	.	i	0	-0.4
COC(=O)c1ccc(COC(=O)CCNS(=O)(=O)c2ccc(C)c(C)c2)cc1	-4.3	-1	2.3	0.8	11	0.0	-0.4	34	.
CCN(CC)S(=O)(=O)c1ccc(NC(=O)CSc2ncnc3ccccc23)cc1	-4.9	0	.	4.8	9	.	-0.4	23	-0.4
CCOC(=O)CC1=C(C#N)C(c2cccnc2)C(C(=O)OCC)=C(N)O1 (centres undefined)	-1.3	2	.	-0.4	-2	2.0	-3.4	-3	-1.5
O=C(c1ccccn1)N1CCN(S(=O)(=O)c2ccccc2)CC1	-0.6	1	8.6	0.2	-1	.	-0.3	-4	-1.4
